# APJ antag: antagonists of human apelin receptor APJ, primary screen, CHO-K1 cells, beta-arrestin complementation, luminescence | P35414 | inhibition, % at 20 µM | 0.32% of 330,000 active;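 active = inhibition above about 40% at 20 µM, limit read from the data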;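 also: cells challenged with 10 nM apelin-13 agonist together with compound; plate controls were apelin-13 plus DMSO wells for no effect and DMSO wells lacking apelin-13 for full effect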
# Target sequence (P35414 whole entry, looked up): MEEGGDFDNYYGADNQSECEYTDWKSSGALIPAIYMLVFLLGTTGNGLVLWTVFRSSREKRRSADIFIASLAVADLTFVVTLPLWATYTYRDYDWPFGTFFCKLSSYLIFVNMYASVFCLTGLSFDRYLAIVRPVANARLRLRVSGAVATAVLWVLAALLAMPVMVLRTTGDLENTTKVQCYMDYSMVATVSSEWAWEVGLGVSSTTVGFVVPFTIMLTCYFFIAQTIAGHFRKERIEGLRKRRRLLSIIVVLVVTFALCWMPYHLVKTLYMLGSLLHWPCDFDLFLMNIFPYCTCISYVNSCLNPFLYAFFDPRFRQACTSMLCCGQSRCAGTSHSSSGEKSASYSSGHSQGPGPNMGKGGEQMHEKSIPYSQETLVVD
# MIN6 prolif: inducers of MIN6 beta-cell proliferation, primary screen, ATP luminescence, uHTS | MIN6 cells proliferation, ATPlite luminescence, 48 h; cells starved in 0.2% serum; 100% = growth in 10% serum | proliferation, % at 10 µM | 0.29% of 330,000 active | AID 2380, 2010;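 active = compounds whose signal lies at least 3.5 SD above the mean of all wells on their plate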;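 also: 0% = DMSO-treated cells in low-serum medium and 100% = 10% serum control; some compounds called inactive have numbers as strong as hits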
# NALP3 yeast inh: NALP3 inflammasome inhibitors in reconstituted yeast, primary screen, luminescence, uHTS; AID 2825, 2010; 0.39% of 330,000 active; Yeast reconstituted NLRP3/ASC/caspase-1, beta-gal luminescence, 24 h; inhibition, % at 10 µM;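 active = inhibition of 50% or more; inactive = inhibition below 50%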;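 also: plate controls were induced DMSO wells for no effect and uninduced yeast grown without galactose for full effect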
# APJ agonist: agonists of human apelin receptor APJ, primary screen, CHO-K1 cells, PathHunter beta-arrestin, luminescence; P35414; 0% DMSO wells, 100% apelin; activation, % at 20 µM; 0.11% of 330,000 active; AID 2520, 2010;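 active = activation more than six SD over the plate average, tested at 20 µM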;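 also: 0% = DMSO alone and 100% = apelin-13 at 10 nM; some results filed as inactive read as strong as hits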
#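 system = engineered CHO-K1 APJ arrestin reporter cells | input = 1000 cells per well | timing = overnight seeding, 90 min compound at 25 °C, 1 h detection | measured by = enzyme-fragment complementation luminescence | read-out = beta-arrestin recruitment to APJ as agonist activity, luminescent signal | control set = negative DMSO alone, positive Apelin-13 at 10 nM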
# tim23-1 inh: growth inhibitors of tim23-1 mutant yeast, primary screen, luminescence, uHTS; inhibition, % at 20 µM; 1.3% of 330,000 active; AID 463212, 2010; S. cerevisiae tim23-1 growth, BacTiter-Glo luminescence, 24 h;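 active = growth inhibition of the mutant yeast at or above 50%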;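 also: temperature-sensitive mutant grown at 25 °C; plate controls were DMSO-treated mutant yeast for no effect and medium wells lacking yeast for full effect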
# GRIN3A LBD mod: binders of NR3A ligand-binding domain, primary screen, biophysical, differential scanning fluorimetry, uHTS; NR3A LBD differential scanning fluorimetry, Tm shift; 0% = protein alone, 100% = glycine-bound protein; Tm shift relative to glycine control, % at 25 µM; 2.5% of 340,000 active; AID 1259313, 2017;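 active = melting temperature shift of at least 10% of the positive control shift, at one fixed dose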
# TIM10 inh: growth inhibitors of isogenic TIM10 control yeast, primary screen, counter-screen for tim10-1 yeast inhibitor project, luminescence, uHTS; S. cerevisiae TIM10 strain growth, BacTiter-Glo luminescence, 24 h; inhibition, % at 10 µM; 1.4% of 330,000 active; AID 463195, 2010;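 active = inhibition of 40% or more at the single tested concentration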;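 also: wild-type TIM10 isogenic control strain grown at permissive 25 °C; 0% = DMSO yeast wells and 100% = minimal medium wells without yeast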
# MPTP inh: mitochondrial permeability transition pore inhibitors, primary screen, biochemical, isolated mouse mitochondria, absorbance | Ca2+ swelling absorbance, 30 min | inhibition, % at 10 µM | 1.4% of 360,000 active | AID 602449, 2012;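 active = inhibition of 50% or more, scaled per plate between neutral and stimulator controls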;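 also: 0% = DMSO wells given calcium and 100% = 1 mM EGTA wells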
# tim10-1 inh: growth inhibitors of tim10-1 mutant yeast, primary screen, luminescence, uHTS | S. cerevisiae tim10-1 ts strain growth, BacTiter-Glo, 24 h | 2.2% of 330,000 active | inhibition, % at 20 µM;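 active = inhibition of at least 40%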;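 also: mutant grown at 25 °C; 0% = DMSO wells with yeast and 100% = wells holding no yeast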
# The depositor's hits bear a star; nt = no result given.
SMILES,APJ antag,MIN6 prolif,NALP3 yeast inh,APJ agonist,tim23-1 inh,GRIN3A LBD mod,TIM10 inh,MPTP inh,tim10-1 inh
CCOc1ccc2[nH]c(=O)c(CN(CCN3CCCC3)C(=S)Nc3ccccc3OCC)cc2c1,-4,-7,22,0,9,0,18,-1.8,6
CCOc1c(Cl)cnn(-c2ccc(C)cc2)c1=O,5,0,2,0,18,7,-3,1.3,16
CCOC(=O)N1CCN(C(=O)C(=O)Nc2sc3c(c2C(=O)O)CC(C)(C)OC3)CC1,3,0,17,1,-5,1,-1,1.2,-5
Cc1nn(CC(N)=O)c(=O)c2ccccc12,18,0,18,-2,6,0,0,-4.6,5
Cc1nn(C(C)C(=O)NCC2CCCO2)c(=O)c2c1sc1ccccc12 (stereo unspecified),0,2,21,1,19,-2,10,0.9,10
O=C(/C=C/c1ccccc1)OCC(=O)c1ccc[nH]1,8,-2,-11,-2,-6,nt,2,0.1,5
CN(C)S(=O)(=O)c1ccc(C(=O)NCc2nnc(SCC(=O)c3ccccc3)o2)cc1,6,0,6,-4,-11,-2,-1,-0.6,-1
O=C(COC(=O)c1cc[n+]([O-])cc1)NCCc1ccc(Cl)cc1Cl,-9,-1,15,-2,3,-1,3,0.0,-2
O=C(CN1CCN(S(=O)(=O)c2cccc(Br)c2)CC1)NCCc1cccs1,6,8,12,-4,22,0,18,-1.0,18
Cc1nc(Cl)sc1C(=O)Nc1cc(F)cc(F)c1,-5,-3,11,0,20,1,9,2.5,3
CN(C)S(=O)(=O)c1ccc(C(=O)OCC2COC(C)(C)O2)cc1 (stereo unspecified),12,0,12,-3,4,-1,15,0.4,12
COc1ccccc1NC(=O)CN1C(=O)C(C)Oc2ccccc21 (stereo unspecified),0,-2,2,-1,13,-1,-5,-2.3,7
COc1ccccc1NS(=O)(=O)c1ccc(O)c(C(=O)OCc2cccc([N+](=O)[O-])c2)c1,-11,-3,7,-1,19,-4,18,2.4,26
Cc1ccc(S(=O)(=O)NCC(=O)N(CC2CCCO2)C(C(=O)NC2CCCC2)C(C)C)cc1 (stereo unspecified),-13,2,15,-1,8,0,11,-2.4,-18
Clc1ccc(-c2csc(N/N=C/c3ccco3)n2)cc1,-16,-3,26,9,33,-1,23,8.4,18
COc1ccc(C(c2nnnn2C(C)C)N2CCN(C(=O)c3ccco3)CC2)cc1 (stereo unspecified),4,-2,11,-2,23,1,0,-0.5,23
COc1ccc(-c2cn3cccnc3n2)cc1NC(=O)C1CC1,23,-2,-1,0,14,0,2,-1.9,-13
O=C(CCCCCn1nnc2ccccc2c1=O)Nc1ccccc1F,-2,-2,31,-3,8,nt,-8,-0.6,10
COc1ccc(-c2cc(C(F)(F)F)n3ncc(C(=O)NCC4CCCO4)c3n2)cc1OC (stereo unspecified),25,-1,22,-2,-10,-4,-15,-0.6,4
CCOC(=O)CSc1ncc(-c2ccccc2)nn1,14,-2,25,-7,6,37*,6,-1.1,10
CCCNS(=O)(=O)c1ccc(CCC(=O)N2CCN(CC)CC2)cc1,3,0,17,-3,5,-1,12,-0.8,12
CCOc1ccccc1NC(=O)C1COc2ccccc2O1 (stereo unspecified),3,-4,26,-2,33,3,1,0.8,26
NC(=O)c1nsc(C(=O)N(CC(=O)NCc2ccccc2)c2cccc(F)c2)c1N,2,0,6,-3,3,0,6,-2.2,2
Cc1cc(C)cc(OCC(=O)Nc2ccc(CN3CCCCC3)cc2)c1,20,-3,16,2,9,0,0,1.1,3
CC(C)(c1ccccc1)c1ccc(OCCN2CCOCC2)cc1,-23,-4,11,0,20,0,-38,-1.0,-40
CC(NC(=O)c1ccccc1Cl)c1nnc(SCC(=O)Nc2ccc(C(=O)O)cc2)n1C (stereo unspecified),3,3,-2,-5,1,16*,-13,-2.8,8
Cc1[nH]c(-c2ccccn2)nc(=S)c1Cl,-2,-4,6,-5,32,-1,11,-1.8,-25
CC1=C(C(=O)OC(C)C)C(c2cncc(-c3ccc(F)cc3)c2)C(C#N)=C(N)O1 (stereo unspecified),2,-1,14,-2,50*,-1,35,0.3,34
COc1ccc(CCNS(=O)(=O)c2ccc(C(=O)NCc3ccco3)cc2)cc1OC,11,-2,6,0,1,-1,-8,1.2,-2
O=C(Nc1ccc(-c2nc3cccnc3s2)cc1)C1CCCO1 (stereo unspecified),5,-6,29,2,30,-6,12,0.4,16
CCCCC(=O)NC(=S)NNC(=O)CCc1ccccc1,37,-2,12,-5,-2,-2,26,5.3,6
COc1ccccc1N1CCN(c2nc(-c3ccccc3)cc(C(F)(F)F)n2)CC1,13,-6,-11,-8,8,1,5,1.8,8
CCS(=O)(=O)N1CCC(NC(=O)C(Cc2ccc(OC)c(OC)c2)NC(C)=O)CC1 (stereo unspecified),9,0,4,-1,-13,-1,-6,-0.2,-15
CCOC(=O)c1ccc(NC(=O)N2CCN(Cc3ccccc3)CC2)cc1,-5,0,21,1,11,2,-1,3.2,19
CCCn1ncc(CN2CCC(N3CCC(C(=O)N4CCOCC4)CC3)CC2)c1C,15,1,-4,-3,11,0,-5,-0.8,4
CCCNC(=O)C(Cc1ccccc1)NC(=O)c1cccc([N+](=O)[O-])c1 (stereo unspecified),8,1,6,-2,11,-2,6,0.5,13
O=C(O)C1C(c2ccccc2)C(C(=O)OCCCO)C1c1ccccc1 (stereo unspecified),12,2,1,-2,9,0,1,-0.3,6
COc1cc(CC(=O)OCC(=O)N2CC(=O)Nc3ccccc32)cc(OC)c1OC,4,-2,0,-5,2,1,-5,6.5,15
O=C(NCc1cccs1)c1cnc2ccccn2c1=O,17,-2,0,-4,-12,0,-4,-1.4,6
O=C(NNc1nc(-c2ccc(Cl)cc2)cs1)c1ccco1,-28,-5,5,1,13,-5,-22,-0.4,-8
COc1ccc(CCN2C(=O)/C(=C\c3ccco3)SC2=S)cc1OC,-30,1,22,-1,-3,-5,-8,0.1,13
Cc1nonc1CC(=O)NC1CCCc2c1cnn2-c1ccc(F)cc1F (stereo unspecified),18,-2,24,-3,11,4,-8,0.8,1
O=C(COC(=O)c1ccc(F)c(S(=O)(=O)N2CCOCC2)c1)NCc1ccc(F)cc1,-2,-3,11,-5,10,-1,-1,-0.2,9
CCOC(=O)C(C(=O)OCC)C(Nc1ccccc1)c1ccccc1 (stereo unspecified),12,-1,31,-1,37,1,43*,-2.4,61*
COc1ccc(-c2nn3c(-c4ccco4)nnc3s2)cc1OC,2,-2,1,-5,20,0,45*,-1.8,39
CCCCCCOC(=O)C(C#N)c1nc2ccccc2nc1N1CCN(C)CC1 (stereo unspecified),-8,-6,27,-4,17,-2,23,-1.8,6
COCc1cc(C)nc(SCc2ccc(F)cc2)c1C#N,-17,-1,-2,0,22,1,-1,-0.3,-1
O=C1COc2ccc(S(=O)(=O)Nc3ccc4c(c3)OCO4)cc2N1,4,-1,-8,-2,0,1,-4,-1.6,-7
COc1cc(C2CC(=O)N(c3ccc(C)cc3)C(=O)C2)cc(OC)c1OC,-2,-1,6,1,-2,0,9,0.2,2
CCN(CC)CCNC(=S)Nc1ccc2nc(N3CCN(C)CC3)cc(C)c2c1,14,-2,13,-1,-20,-2,7,-1.8,-17
O=c1oc2ccc(Br)cc2cc1S(=O)(=O)c1ccc(F)cc1,-1,0,-9,-2,-5,8,5,-0.3,5
CS(=O)(=O)N(CC(=O)NCC1CCCO1)c1cc(Cl)cc(Cl)c1 (stereo unspecified),20,2,8,6,6,2,10,-0.5,14
CS(=O)(=O)c1ccc(N)cc1,9,-1,-11,0,0,1,9,-0.4,11
COc1cccc(NC(=O)NCC2CCN(Cc3ccc(F)cc3)CC2)c1,9,1,11,-4,18,7,-2,1.0,15
CCN(CC)C(=O)CSc1nnc2sc3ccccc3n12,18,-3,-5,-4,13,1,-6,2.1,-3
CCOC(=O)c1ccc(NC(=O)N2CCN(Cc3cccc(F)c3)CC2)cc1,17,-1,23,-1,35,-5,3,0.1,30
COc1ccc(CCNC(=O)C2CCC(=O)N2CCc2ccccc2)cc1OC (stereo unspecified),0,-4,8,-2,6,0,-15,3.0,3
Cc1cccn2c(=O)c(C(=O)NC3CC(C)CC(C)(C)C3)c(O)nc12 (stereo unspecified),-69,-6,22,10,11,0,-22,3.4,-10
N#CCCn1cc(/C=N/NC(N)=S)c(-c2ccccc2)n1,-25,-4,21,-4,0,0,-12,-1.6,0
COc1ccc(C(=O)N=C2CCC(C#N)=C3c4cc(OC)c(OC)cc4CCN23)cc1,6,7.2*,-7,-1,0,1,7,-0.1,6

# The list goes on:
SMILES,APJ antag,MIN6 prolif,NALP3 yeast inh,APJ agonist,tim23-1 inh,GRIN3A LBD mod,TIM10 inh,MPTP inh,tim10-1 inh
NC(=NCCc1ccc(Cl)cc1)NS(=O)(=O)c1ccc(F)cc1,-11,0,7,1,5,-2,-12,9.4,7
O=C(NCc1cccnc1)C(=O)Nc1ccc2c(c1)OCO2,-2,-1,1,1,-5,-2,3,-0.6,8
CCCCCCCC(=O)N/N=C/c1ccc(Br)cc1,-7,-4,9,5,22,-3,32,6.5,54*
CC1CN(C(=S)NC(=O)c2ccc(Cl)cc2)CC(C)O1 (stereo unspecified),17,-4,30,-5,-1,3,-28,1.9,-21
Cc1ccc(C(=O)NNC(=O)c2ccc(NC(=O)C(C)(C)C)cc2)cc1,20,0,23,0,-11,-1,-1,-1.9,-5
CC(=O)c1cccc(NC(=O)CSc2nc(=O)n(CCN3CCOCC3)c3c2CCCC3)c1,13,-1,3,-3,-3,nt,7,1.0,2
NCCSc1c(-c2ccccc2)[nH]c2ccccc12,19,-5,25,-3,-1,-6,-5,22,12
COCCn1c(SCC(=O)Nc2ccccc2)nc2c(oc3ccccc32)c1=O,13,-2,3,-4,-15,0,10,2.3,7
CCN(CC(=O)Nc1c(F)cccc1F)C(=O)CNC(=O)c1ccco1,22,0,13,3,-2,6,8,-2.0,6
O=C1CS/C(=N\C(=O)N2c3ccccc3Sc3ccccc32)N1,-19,-3,41,-3,35,-4,23,9.9,7
CCOC(=O)c1c(C)[nH]c(C)c1C(=O)COC(=O)C1CCCN1S(=O)(=O)c1ccccc1F (stereo unspecified),6,0,12,-2,4,-1,5,-3.3,21
COc1ccc(CNc2nc3ccc(C)cc3s2)c(OC)c1OC,7,0,27,0,37,0,-5,-0.2,5
O=C1CCCN1C(=O)CCC(=O)N1CCCC1=O,-1,-1,13,2,-2,1,-5,0.1,-1
COc1ccc2oc(C(=O)NNC(=O)c3ccc(F)cc3)c(C)c2c1,17,-2,32,3,-4,2,-4,-0.8,-15
